High-throughput results (PubChem BioAssay)
Dynein cargo inh: dynein cargo transport inhibition; 3617.4 mouse cells, GR-EGFP nuclear translocation imaging; test concentration mostly 20 µM; stimulated with dexamethasone, 1 µM; stronger effect = lower value; z-score, hits read low; actives 0.47% (n = 220,000); AID 1381;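 active = plate z-score of nuclear minus cytoplasmic receptor signal below a set negative limit, without overly bright fluorescence or cell loss, cut at about -3.5 in these data, passing the limit was not always enough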;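 note: z-score of nuclear minus cytoplasmic ring GR-EGFP intensity difference per well; some compounds called inactive have numbers as strong as hits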
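Buffer or medium: tet-free, stripped-serum medium; Also added: dexamethasone, 1.0 µM final; Technique: high-content fluorescence imaging after fixation; Times: 48 h induction, 1 h compound, 30 min dex at 37 °C; Read-out: per-cell GR-EGFP intensity, nucleus versus surrounding cytoplasmic ring, well-averaged.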
b-catenin transl: modulators of beta-catenin nuclear translocation | nuclear translocation activity, % at 5 µM | actives 0.3% (n = 190,000) | HeLa beta-catenin nuclear translocation, immunofluorescence imaging;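 active = nuclear translocation activity above 50% at 5 µM, with a well cell count of 50 or more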;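 note: per-cell ratio of nuclear to cytoplasmic median beta-catenin stain intensity; plate controls were DMSO negative control for no effect and GSK-3 inhibitor IX positive control for full effect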
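System: HeLa cells, endogenous beta-catenin; compound dosing: 5 µM primary single dose, 0.1% DMSO, 0.02–20 µM confirmation series; incubation: 24 h compound exposure at 37°C, 5% CO2; signal: beta-catenin immunofluorescence imaging with DAPI; evaluation: % activation, nuclear-to-cytoplasmic median beta-catenin signal ratio per cell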
Yfh1-depleted yeast: enhancers of respiration in Yfh1-depleted yeast, dose response, Friedreich's ataxia, plus single-dose screen (AID 1465); S. cerevisiae Yfh1-off respiration, WST-1 reduction, 72 h; higher fold induction means a stronger effect; one-dose fold induction at 50 µM; EC50 in µM for titrated hits; actives 0.074% (n = 220,000);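 active = fold induction of absorbance versus untreated yeast above a set limit, then at least 30% activation at any dose in follow-up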;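 note: activators that raise dye reduction in frataxin-depleted yeast; strong numbers were not always called active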
AID2073: disruptors of CaV2.2 binding to Mint1 – biochemical, HTRF (AID 2073). HTRF protein-protein interaction, Mint1-CaV2.2; higher % means a stronger effect. one-dose inhibition, % at 20 µM; IC50 in µM for titrated hits. actives 0.19% (n = 290,000); in the data active = inhibition mostly above about 51%, no sharp cut-off; note: some results filed as inactive read as strong as hits
MT stabilizer: stabilizes microtubules in HeLa cells | HeLa tubulin immunostaining HCS, 24 h; share of cells brighter than vehicle mean+2SD | actives 0.83% (n = 200,000) | % tubulin-high responders, % at 10 µM;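 active = plate Z-score above 3 for both tubulin-high and condensed-nucleus cell shares, with cell loss under 80%, at 10 µM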;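 note: anti alpha tubulin signal scored within the nucleus-defined area of each cell; some results filed as inactive read as strong as hits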
HIV fusion peptide: inhibitors of HIV fusion peptide binding, primary screen, biochemical, uHTS, fluorescence dequenching (AID 1986) | cell-free peptide binding, fluorescence dequenching, 30 min; higher % means a stronger effect | one-dose inhibition, % at 20 µM; IC50 in µM for titrated hits | actives 0.3% (n = 290,000); in the data active = inhibition mostly above about 52%, no sharp cut-off; inactive = mostly below about 76%; note: some results filed as inactive read as strong as hits
Insulin prom up: MIN6 insulin promoter up-regulation. z-score at 5 µM. MIN6 insulin promoter-GFP reporter, high-content imaging; stronger effect = higher value. actives 0.3% (n = 190,000);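 active = z-score above 3 at 5 µM with at least 500 cells counted in the well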
WT yeast gro inh: growth inhibition of WT yeast, mitochondrial fusion screen. inhibition, % at 10 µM. mitochondrial fusion phenotypic screen, WT strain. AID 1362. actives 2.1% (n = 190,000); in the data active = inhibition above about 58%; tested in S. cerevisiae
Autophagy HCS: alters autophagy in cells; MEF GFP-LC3 puncta imaging; test concentration mostly 10 µM; calls only at 10 µM (by protocol); actives 0.98% (n = 190,000); AID 463193;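 active = percentage of spot-positive cells more than 3 SD above its plate mean, without a fluorescence outlier flag or 80% toxicity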;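 note: spot-positive cell cutoff set from DMSO-treated cells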
WT yeast gro inh mutant strain: further read-out of WT yeast gro inh, marked with its call; inhibition, %; mitochondrial fusion phenotypic screen, mutant strain inhibition
Dynein cargo inh cytoplasmic EGFP: further read-out of Dynein cargo inh, marked with its call; z-score; measured here: cytoplasmic GR-EGFP intensity; stronger effect = higher value
Dynein cargo inh nuclear GR-EGFP: also measured in Dynein cargo inh; calls as there; z-score; measured here: nuclear GR-EGFP intensity;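 lower value marks the stronger effect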
Dynein cargo inh cell count: recorded beside Dynein cargo inh, whose call it bears; z-score; measured here: cell count per field
Insulin prom up cell count: second read-out of Insulin prom up, no call of its own (marks repeat the call); cell count; measured here: cytotoxicity, nuclei count;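 total cells summed across four imaged fields per well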
b-catenin transl cell count 5 µM: recorded beside b-catenin transl, whose call it bears; cell count; measured here: cell count, cytotoxicity flag
MT stabilizer Hoechst-high %: recorded beside MT stabilizer, whose call it bears; % Hoechst-high responders; measured here: nuclear condensation Hoechst responders;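 share of cells brighter than vehicle mean plus two SD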
MT stabilizer cytotoxicity %: also measured in MT stabilizer; calls as there; toxicity, %; measured here: cytotoxicity by cell density;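 0% = mean cell density of plate MIN control wells and 100% = no cells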
Autophagy HCS cell loss 18 h: second read-out of Autophagy HCS, no call of its own (marks repeat the call); toxicity, %; measured here: cell loss, nuclei count;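 cell loss after 18 h compound exposure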
* hit, by the source's call; i = inactive; . = not tested or not shown; + = active, no number. Not a hit list. Share with any hit: about 4.2%.

SMILES	Dynein cargo inh	Dynein cargo inh cytoplasmic EGFP	Dynein cargo inh nuclear GR-EGFP	Dynein cargo inh cell count	b-catenin transl	b-catenin transl cell count 5 µM	Yfh1-depleted yeast	AID2073	MT stabilizer	MT stabilizer Hoechst-high %	MT stabilizer cytotoxicity %	HIV fusion peptide	Insulin prom up	Insulin prom up cell count	WT yeast gro inh	WT yeast gro inh mutant strain	Autophagy HCS	Autophagy HCS cell loss 18 h
CS(=O)(=O)Oc1ccc(Br)cc1/C=C1/N=C(c2ccco2)OC1=O	-0.037	-0.24	0.66	-0.12	-3.6	543	i	4%	3.5	2.9	10	0.9%	0.49	1361	0	-9	i	-2
CN1C(C(=O)NCC2CC2)CC2Cn3c(nc4cc(Cl)c(Cl)cc43)C21 (stereo not drawn)	0.054	-0.77	0.083	0.13	0.5	1304	i	7%	.	.	.	0.2%	0.85	768	.	.	.	.
COc1ccc(CC(=O)Nc2ccc(N3CCN(c4ccc(OC)cc4)CC3)c(C#N)c2)cc1	-0.19	-0.18	0.67	0.057	-1.1	928	i	-2%	4.4	4.7	5.2	-1.4%	1	1056	19	-4	i	-6
COC(=O)CCS(=O)(=O)c1ccc(Cl)cc1	0.46	0.087	0.71	-0.76	.	.	i	-12%	0.7	1.4	5.9	-0.9%	0.51	800	24	7	i	21
Cc1ccc(S(=O)(=O)NCCCN2CCOCC2)cc1C	-0.79	-0.24	-0.35	-0.07	1.2	1059	i	3%	2.5	2.2	8.6	-0.9%	.	.	-2	4	i	2
Cc1ccc2cccc(S(=O)(=O)NC3CCS(=O)(=O)C3)c2n1 (stereo not drawn)	-1.1	-0.24	-1.2	1.6	-0.5	1062	i	-1%	4.2	1.5	4.8	0.5%	-0.28	1420	-3	3	i	-15
CSc1ccccc1OC1CCN(Cc2ccccc2)CC1	-0.33	-0.27	-0.26	-0.34	1.1	894	i	-3%	2.2	3.8	7.1	-0.9%	-0.16	1144	-2	-10	i	0
COc1ccccc1-n1c(-c2ccccc2)n[nH]c1=S	-0.71	-0.34	-0.61	1	0.8	1497	i	18%	3.3	1.8	11	-0.5%	-0.15	1567	-14	-13	i	9
C#CCNC(=O)C1=C[C@H](c2ccc(C(F)(F)F)cc2)C[C@H](OCc2ccc(CO)cc2)O1	0.54	-0.11	0.77	-1.3	-1.3	1108	i	-2%	1.2	0.9	2.0	3.5%	-0.99	1417	13	-4	i	41
O=C(Oc1ccc(-c2ccccc2)cc1)N1CCCCC1	0.088	-0.27	0.059	-0.31	-1.6	1235	i	-6%	2.0	1.9	4.1	0.3%	1.1	1265	-1	-9	i	4
CCOC(=O)C1=C(C(C)=O)C(c2cccnc2)C(C#N)=C(N)O1 (stereo not drawn)	-0.2	0.23	0.49	-0.18	.	.	i	7%	3.4	1.7	3.8	8.6%	-0.13	1339	2	6	i	-2
COc1ccccc1CNC(=S)Nc1ccc2nc(N3CCN(C)CC3)cc(C)c2c1	0.35	-0.25	0.19	0.077	-0.6	1066	i	8%	0.8	1.6	7.8	-3.2%	1.1	1229	18	12	i	-26
CCOc1cc(C#N)c(NC(=O)c2ccnn2C)cc1OCC	0.3	-0.22	0.33	0.4	6.1	941	i	3%	2.5	3.6	8.6	1.4%	.	.	5	0	i	3
COc1ccc(N2C(=O)CCC(C(=O)O)C2c2ccc(OC)c(OC)c2)cc1 (stereo not drawn)	-0.77	-0.16	-0.28	0.17	.	.	i	0%	1.5	1.3	4.4	2.0%	0.3	942	-21	-18	i	35
CC(NC(=O)Cn1cnc2c1c(=O)n(C)c(=O)n2C)c1ccccc1 (stereo not drawn)	-0.74	-0.33	-0.035	1.1	-4.3	969	.	4%	2.8	3.5	9.9	-1.8%	-1.2	1361	-23	-9	i	13
COc1ccc(C(c2nnnn2Cc2cccs2)N2CCN(c3ccccc3)CC2)cc1OC (stereo not drawn)	-0.44	-0.2	-0.1	0.63	-2.6	1145	i	3%	2.5	1.4	11	22%	.	.	-2	-5	+	46*
CCOc1ccc(N2C(=O)CC(NNc3nc4ccccc4s3)C2=O)cc1 (stereo not drawn)	-0.66	0.29	-0.42	-0.3	-0.5	1304	i	4%	.	.	.	-1.9%	0.01	1102	.	.	.	.
CCOc1oc(-c2ccc(OC)cc2)nc1C(F)(F)F	-0.57	0.13	-0.015	0.22	.	.	i	-4%	0.9	1.4	7.3	-0.6%	-0.2	810	-5	3	i	1
CC(C)c1ccc(CNc2c([N+](=O)[O-])c(=O)oc3ccccc23)cc1	2.8	-0.37	0.4	-1.5	-4.1	955	i	4%	1.3	1.8	1.8	-2.1%	.	.	6	5	i	-3
COc1cc2cc(CN(Cc3cccs3)C(=S)Nc3ccccc3)c(=O)[nH]c2cc1OC	-0.47	-0.29	-0.66	1	3.6	924	i	12%	1.8	1.9	4.2	-2.2%	.	.	7	-12	i	4
Fc1ccc(-c2csc3[n+]2CCS3)cc1	0.093	0.079	0.45	-0.26	.	.	i	-17%	2.6	1.8	11	-1.1%	.	.	70*	47*	i	-13
O=C(CSc1ccc2nnc(-c3ccncc3)n2n1)Nc1ccc2c(c1)OCO2	-0.3	-0.23	-0.15	-0.002	.	.	i	-1%	2.3	3.0	9.4	3.0%	-0.48	994	5	2	i	2
CC(=O)C1(C)OC(N)=C(C#N)C(c2ccccc2)C1(C#N)C#N (stereo not drawn)	-2	0.008	-0.89	0.32	.	.	i	48%	2.0	1.5	9.4	16%	-0.09	1188	6	3	i	-6
COc1ccc2c(c1)[n+](=O)c(C(C)=O)c(C)n2[O-]	-0.76	-0.19	-0.55	0.78	.	.	i	-4%	1.4	1.7	16	1.4%	0.02	988	-16	-10	i	-8
CC(C)C(=O)Nc1ncc(C(F)(F)F)cc1Cl	1.1	-0.17	0.88	-0.71	0.2	1416	i	6%	3.3	2.1	0.0	-3.6%	0.36	1298	-12	-8	i	1
CCN(CC)S(=O)(=O)c1ccc(N/N=C/c2ccc(OC)c(OC)c2OC)nc1	-0.047	-0.25	-0.063	-0.25	1.9	499	i	5%	2.0	2.4	1.5	-3.7%	0.02	1330	5	4	i	12
Cc1ncc(C[n+]2csc(CCOC(=O)C34CC5CC(CC(C5)C3)C4)c2C)c(N)n1	-1.5	-0.2	-0.79	0.48	0.2	1615	i	-8%	3.4	2.9	7.4	0.5%	0.06	1102	9	12	i	21
O=C(c1ccccc1)c1ccc2nc(-c3ccc(NC(=O)c4ccccc4Br)cc3)[nH]c2c1	-0.28	-0.17	0.14	0.064	-2.8	1271	.	52%	2.8	2.2	0.5	0.9%	.	.	-27	-17	i	13
CCN(CC)S(=O)(=O)c1ccc(NC(=O)CSc2nnc(-c3cccc(OC)c3)n2C)cc1	0.73	-0.27	0.6	-0.51	-3.2	1483	i	10%	4.5	1.0	4.7	-1.5%	-0.26	1090	-18	-16	i	3
COc1ccc(NS(=O)(=O)c2cc(NC(=O)c3cnc(C)cn3)ccc2N2CCCCC2)cc1	0.44	-0.23	0.56	-1	-0.8	538	i	17%	6.9	2.7	8.4	-0.7%	-0.23	1182	11	6	i	2
Cc1cccc(CSC2=NCCN2C(=O)C2CC2)c1	1.1	-0.13	0.74	-0.75	0.6	987	i	-2%	4.3	2.3	0.7	0.2%	0.33	1608	-5	14	i	5
Cc1nnc(NC2=NCCC2)o1	-0.75	0.13	-0.18	0.35	-1.4	799	i	-10%	3.3	3.3	12	-1.5%	0.48	1247	-27	-9	i	-2
Nc1nonc1-n1nnc(C(=O)N/N=C/C=C/c2ccccc2)c1CSC1=NCCS1	-1.4	-0.12	-0.64	0.25	0.6	1261	i	7%	.	.	.	0.4%	.	.	.	.	.	.
COC(=O)N1CC(C)N(C(=O)OC)CC1C (stereo not drawn)	-1.4	0.42	0.033	0.38	-3.0	926	i	2%	2.6	2.3	4.3	0.7%	-0.01	1302	8	-4	i	1
Cc1ccc(S(=O)(=O)N2CCN(C(=O)CSc3ncc(C(F)(F)F)cc3Cl)CC2)cc1	0.16	-0.2	-0.77	0.68	1.0	1429	i	2%	2.1	1.6	5.3	-1.5%	0.22	1167	8	0	i	-3
CC(NC(=O)c1cccnc1)C(=O)N1CCCCC1 (stereo not drawn)	-0.75	-0.32	-0.12	-0.16	-1.6	945	i	1%	5.4	2.8	1.1	-1.4%	-0.23	1662	.	.	i	11
COc1cc(OC)nc(Oc2ccccc2C(=O)Oc2ccc(Cl)cc2)n1	-0.77	-0.25	-0.92	1.1	.	.	i	1%	3.4	1.9	3.9	2.2%	.	.	68*	28*	i	-2
CCC(C)c1ccc(NC(=O)C2CC2)cc1 (stereo not drawn)	-0.57	-0.26	-0.12	0.83	.	.	i	10%	2.5	2.3	4.5	0.0%	-0.57	1253	72	79	i	10

A different layout for some results above.
| structure | Dynein cargo inh | Dynein cargo inh cytoplasmic EGFP | Dynein cargo inh nuclear GR-EGFP | Dynein cargo inh cell count | b-catenin transl | b-catenin transl cell count 5 µM | Yfh1-depleted yeast | AID2073 | MT stabilizer | MT stabilizer Hoechst-high % | MT stabilizer cytotoxicity % | HIV fusion peptide | Insulin prom up | Insulin prom up cell count | WT yeast gro inh | WT yeast gro inh mutant strain | Autophagy HCS | Autophagy HCS cell loss 18 h |
| --- | --- | --- | --- | --- | --- | --- | --- | --- | --- | --- | --- | --- | --- | --- | --- | --- | --- | --- |
| Cc1nnc(NC2=NCCC2)o1 | -0.75 | 0.13 | -0.18 | 0.35 | -1.4 | 799 | i | -10% | 3.3 | 3.3 | 12 | -1.5% | 0.48 | 1247 | -27 | -9 | i | -2 |
| Nc1nonc1-n1nnc(C(=O)N/N=C/C=C/c2ccccc2)c1CSC1=NCCS1 | -1.4 | -0.12 | -0.64 | 0.25 | 0.6 | 1261 | i | 7% | . | . | . | 0.4% | . | . | . | . | . | . |
